GalR3 antag = GalR3 antagonists in HEK293 cells, primary screen, cell-based, fluorescence readout. Galanin receptor type 3 (Homo sapiens), O60755. AID 651719, 2012. hit rate 0.44% among 360,000. inhibition, % at 3 µM. HEK293 GalR3-CNG cAMP membrane potential fluorescence; galR3 body fused to GalR1 C-terminus;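 active means inhibition above the screen-wide average plus 3 SD, cut at about 13% in these data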;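 further: forskolin and galanin both at EC90 stimulate the cells; cAMP rise reported by CNG channel membrane potential dye signal; 0% = forskolin plus galanin with DMSO and 100% = forskolin alone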
PHOSPHO1 inh = PubChem AID 1565; Phosphoethanolamine/phosphocholine phosphatase (Homo sapiens), Q8TCT1; recombinant PHOSPHO1, absorbance phosphatase assay; inhibition, % at 13.3 µM; hit rate 1.1% among 290,000; in the data active means inhibition above about 60%
IDE act = human IDE activators in live cells, primary screen, fluorescence polarization, HEK cells, FAbeta-B substrate; AID 493087, 2011; Insulin-degrading enzyme (Homo sapiens), P14735; hit rate 0.073% among 340,000; activation, % at 5.96 µM; FAbeta-B cleavage; 0% vehicle, 100% cell-free pure enzyme wells;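 active means activation above the mean of all tested compounds plus 3 SD, set per screening campaign, cut at about 17% in these data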
MEKK3 PB1 HTS = modulators of MEKK3-MEK5 PB1 binding, primary screen, biochemical, wildtype MEKK3, multiplex bead flow cytometry, Alexa488-MEK5; AID 1529, 2009; binding response (% of control), % at 10 µM; bead-based flow cytometry, Alexa488-MEK5 binding to MEKK3; actives lie on both sides; 0 = blocked by unlabeled MEK5, 100 = vehicle; hit rate 1.4% among 290,000; Mitogen-activated protein kinase kinase kinase 3 (Homo sapiens), Q99759;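 active means binding response more than 3 SD above or below the average of its plate-row segment, actives on both sides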;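 further: Alexa488 bead fluorescence after subtracting the streptavidin-only scavenger bead signal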
Target sequence (Q99759 whole entry, looked up): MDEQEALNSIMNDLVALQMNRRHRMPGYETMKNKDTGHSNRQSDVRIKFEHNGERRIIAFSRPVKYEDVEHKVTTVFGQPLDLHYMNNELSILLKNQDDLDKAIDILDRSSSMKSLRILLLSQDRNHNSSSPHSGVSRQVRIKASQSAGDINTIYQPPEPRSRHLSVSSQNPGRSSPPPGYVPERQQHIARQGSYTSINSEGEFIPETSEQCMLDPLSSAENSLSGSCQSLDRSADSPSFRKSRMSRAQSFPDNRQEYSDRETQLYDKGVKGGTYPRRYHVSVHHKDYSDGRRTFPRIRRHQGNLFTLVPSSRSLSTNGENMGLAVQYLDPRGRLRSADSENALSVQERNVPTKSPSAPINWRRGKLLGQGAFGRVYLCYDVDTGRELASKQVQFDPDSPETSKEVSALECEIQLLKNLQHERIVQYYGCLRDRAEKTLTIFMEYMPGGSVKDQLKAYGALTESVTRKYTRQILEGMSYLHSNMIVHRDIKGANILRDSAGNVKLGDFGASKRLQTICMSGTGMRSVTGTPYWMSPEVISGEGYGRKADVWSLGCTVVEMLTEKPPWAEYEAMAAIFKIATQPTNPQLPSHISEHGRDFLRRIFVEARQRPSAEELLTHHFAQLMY
p-CIP stab down = p/CIP-EGFP fusion destabilizers, primary screen, fluorescence, F442A cells; hit rate 0.01% among 290,000; 16 h; decrease of EGFP signal, % at 10 µM; AID 1984, 2009;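 active means EGFP signal decrease of at least 30% at 10 µM or well 3 SD below plate mean, unless failing retest; inactive means the rest, including hits failing retest or dose response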; further: some compounds called inactive have numbers as strong as hits; many of its hits are not listed in these tables
CRFR2-BP antag = antagonists of CRF-BP/CRF-R2 complex, primary screen, cell-based, HEK293, calcium dye fluorescence, uHTS; CRF-induced calcium fluorescence; inhibition, % at 11.8 µM; hit rate 0.59% among 350,000; AID 588475, 2011;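 active means inhibition of the ligand-induced calcium signal above about 50% at the single tested concentration, limit read from the data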
CHRM4 PAM = human M4 muscarinic receptor positive allosteric modulators, primary screen, CHO-K1 cells, Fluo-8 calcium fluorescence; Muscarinic acetylcholine receptor M4 (Homo sapiens), P08173; CHO-K1 hM4/Gqi5, ACh EC20; 0% = ACh EC20, 100% = maximal ACh; activation, % at 3 µM; hit rate 0.4% among 360,000; AID 624126, 2012;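 active means activation above its plate's cutoff, the mean activation of sample wells plus 3 SD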; further: some results filed as inactive read as strong as hits
Target sequence (P08173 whole entry, looked up): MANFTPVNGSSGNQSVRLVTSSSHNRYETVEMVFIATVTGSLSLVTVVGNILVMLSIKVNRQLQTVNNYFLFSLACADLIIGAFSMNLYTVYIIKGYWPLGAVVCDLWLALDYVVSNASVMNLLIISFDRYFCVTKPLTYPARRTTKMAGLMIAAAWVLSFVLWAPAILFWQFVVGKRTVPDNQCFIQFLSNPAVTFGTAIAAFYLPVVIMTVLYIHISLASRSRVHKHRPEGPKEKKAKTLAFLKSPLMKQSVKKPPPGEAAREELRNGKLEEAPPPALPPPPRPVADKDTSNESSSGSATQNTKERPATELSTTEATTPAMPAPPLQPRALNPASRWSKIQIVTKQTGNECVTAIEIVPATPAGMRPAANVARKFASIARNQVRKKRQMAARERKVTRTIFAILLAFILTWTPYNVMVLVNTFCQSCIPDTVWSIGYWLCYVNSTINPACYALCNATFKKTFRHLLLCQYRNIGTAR
CRFBP-R2 agonist = agonists of CRF-BP/CRF-R2 complex, primary screen, cell-based, HEK293, calcium dye fluorescence, uHTS | CRF-binding protein / CRF receptor 2 complex (human) | calcium dye fluorescence (FLIPR); percent of saturating CRF peptide response | activation, % at 13.2 µM | hit rate 0.46% among 350,000;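 active means activation of at least 50%, plus an integration ratio under a set limit after plate pattern correction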;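 further: plate controls were neutral control wells without compound for no effect and CRF at EC100 for full effect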
IDE cell inh = human IDE inhibitors in live cells, primary screen, fluorescence polarization, HEK cells, FAbetaB substrate; inhibition, % at 5.59 µM; hit rate 0.41% among 320,000; AID 434962, 2010; Insulin-degrading enzyme (Homo sapiens), P14735; FAbetaB cleavage;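 active means percent inhibition above the average of all tested compounds plus 3 SD, set per screening campaign, cut at about 16% in these data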;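 further: IDE supplied by intact live HEK cells; FP after avidin binding of uncleaved biotin substrate so inhibition keeps polarization high; 0% = DMSO wells and 100% = 60 µM reference IDE inhibitor Ii1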
Starred values were filed as active, the others as inactive; · = no result given. Random draw from the library; about 4.2% have a hit in one of these screens.

SMILES	GalR3 antag	PHOSPHO1 inh	IDE act	MEKK3 PB1 HTS	p-CIP stab down	CRFR2-BP antag	CHRM4 PAM	CRFBP-R2 agonist	IDE cell inh
Cc1nc(NCCCn2ccnc2)c2ccccc2n1	-9	-1	2	106	-3	2	1	0.7	-4
O=C(COC(=O)C1CC1)Nc1c(Cl)cccc1C(F)(F)F	-3	·	2	·	·	2	3	-1.0	5
CC(C)Sc1nc(-c2ccccc2)cc(=O)[nH]1	-7	42	3	102	-9	0	10	3.3	5
O=C(Cc1ccc(S(=O)(=O)N2CCOCC2)s1)Nc1cc(C(F)(F)F)cc(C(F)(F)F)c1	-6	·	2	·	·	-10	-3	7.3	2
Cc1ccc(NS(=O)(=O)c2ccc3c(c2)NC(=O)CCS3)cc1F	-7	7	2	102	0	-18	-10	5.8	2
O=C(c1cc2nc(C3CC3)cc(C(F)F)n2n1)N1CCOCC1	-3	12	6	99	-6	0	2	1.2	5
COc1ccc(NC(=O)CN(C)C(=O)c2ccc(-c3cccc(C(F)(F)F)c3)o2)cc1	-1	32	2	104	-54	-26	7	0.7	-3
Cc1ccc(CN2CCCN(Cc3c(C)cc(C)cc3C)S2(=O)=O)cc1	-8	30	-2	109	-12	8	-5	3.4	-1
COc1cc(C2C(C(=O)c3cccs3)=C(O)C(=O)N2Cc2ccco2)cc(OC)c1OC (stereo unspecified)	-3	25	4	·	-15	-2	-1	-1.2	6
Cc1noc(C)c1S(=O)(=O)NCCc1ccc(S(N)(=O)=O)cc1	-6	11	1	107	2	0	0	0.9	0
CC/C(=N\NC(=O)OC)c1ccc(OC(F)F)cc1	-4	-42	5	104	-4	15	0	0.1	-3
Cn1c(Cn2c(C(F)(F)F)nc3ccccc32)nc2ccccc21	·	20	-4	109	-6	-11	7	2.0	-8
CC1(C(=O)N2CCN(c3ccccc3)CC2)CC1(Cl)Cl (stereo unspecified)	-6	-4	-1	103	-11	-11	8	-2.3	3
Cc1ccc(S(=O)(=O)N2CCN(C(=O)c3cc(C4CC4)nc4c3cnn4C(C)C)CC2)cc1	-9	·	7	·	·	-7	3	2.5	-2
COc1ccc(N(CC(=O)Nc2ccccc2C)S(=O)(=O)c2c(C)[nH]c(=O)[nH]c2=O)cc1	14*	47	-2	67	-8	-4	4	0.2	-8
Cc1ccc(N(C(=O)c2snc(C(N)=O)c2N)C(C(=O)NCC2CCCO2)c2c[nH]c3ccccc23)cc1 (stereo unspecified)	-8	36	-1	102	-5	-13	-6	-0.6	1
Cc1cc(C)c(S(=O)(=O)CCC(C)C)c(=O)[nH]1	0	6	2	79	-1	13	-4	-1.3	0
CCOC(=O)C1=CN(C)CCC1=O	-4	·	7	·	·	5	-2	1.7	·
O=C(O)CCCCCN1C(=O)C2CCCCC2C1=O (stereo unspecified)	-6	2	-2	98	-10	6	1	-0.3	0
c1ccc(Nc2cc(-c3ccccc3)nc3ncnn23)cc1	-6	-2	2	111	-8	-6	18	-0.8	5
Cc1c(-c2ccccc2)[n+](=O)c(-c2ccc(Br)cc2)c(C)n1[O-]	-7	20	2	91	1	-11	-5	2.3	5
COc1ccc(Nc2c[nH]c(=O)[nH]c2=O)cc1	-2	·	2	·	·	1	3	-1.1	·
Cc1ccc(S(=O)(=O)N(C)C[C@@H]2Oc3ncc(Br)cc3C(=O)N([C@H](C)CO)C[C@@H]2C)cc1	-4	·	·	·	·	1	-6	1.7	·
COc1cc(/C=N/NC(=S)NCCN2CCOCC2)ccc1O	3	-9	-4	100	-8	2	8	-2.0	-5
N#C/C(=C(/O)CN1CCCCC1)c1nc(-c2ccc(Cl)cc2)cs1	-1	28	2	103	1	13	4	-3.6	1

Compound profiles, from the list above:
`Cc1ccc(N(C(=O)c2snc(C(N)=O)c2N)C(C(=O)NCC2CCCO2)c2c[nH]c3ccccc23)cc1` (stereo unspecified) in the list: GalR3 antag: -8; PHOSPHO1 inh: 36; IDE act: -1; MEKK3 PB1 HTS: 102; p-CIP stab down: -5; CRFR2-BP antag: -13; CHRM4 PAM: -6; CRFBP-R2 agonist: -0.6; IDE cell inh: 1
`Cn1c(Cn2c(C(F)(F)F)nc3ccccc32)nc2ccccc21` in the list: GalR3 antag: ·; PHOSPHO1 inh: 20; IDE act: -4; MEKK3 PB1 HTS: 109; p-CIP stab down: -6; CRFR2-BP antag: -11; CHRM4 PAM: 7; CRFBP-R2 agonist: 2.0; IDE cell inh: -8
`Cc1ccc(S(=O)(=O)N2CCN(C(=O)c3cc(C4CC4)nc4c3cnn4C(C)C)CC2)cc1` in the list: GalR3 antag: -9; PHOSPHO1 inh: ·; IDE act: 7; MEKK3 PB1 HTS: ·; p-CIP stab down: ·; CRFR2-BP antag: -7; CHRM4 PAM: 3; CRFBP-R2 agonist: 2.5; IDE cell inh: -2

The results go on:
SMILES	GalR3 antag	PHOSPHO1 inh	IDE act	MEKK3 PB1 HTS	p-CIP stab down	CRFR2-BP antag	CHRM4 PAM	CRFBP-R2 agonist	IDE cell inh
O=C1NC(=O)N(c2ccccc2)C1=O	-6	42	3	96	1	-2	1	-0.5	5
COc1ccc(Cc2nnc(Nc3ccc(Cl)cc3)[nH]c2=O)cc1	-4	51	3	102	-5	9	-4	0.1	-5
CCNCCC(CCC(C)C)c1ccc2c(c1)OCO2 (stereo unspecified)	-4	-10	·	88	-18	-9	-8	-1.0	4
COc1ccc(CNC(=O)N2CCN(c3cccc(C)c3C)CC2)cc1OC	-4	8	-1	99	-14	11	-6	-1.5	17*
CCN(CC)C(=O)COC(=O)c1ccc(O)cc1	-6	7	1	95	-16	16	10	-2.0	5
CC1=CC(C)(C)Nc2ccc(OC(=O)CN3C(=O)c4ccccc4C3=O)cc21	-7	-10	-3	92	-25	-2	-1	0.0	19*
Cn1c(CCNC(=O)c2ccco2)nc2cc(NC(=O)c3ccccc3Cl)ccc21	-5	23	-1	101	-10	25	2	2.3	7
Cn1c(-c2ccccc2)cnc1SCC(=O)N1CCCc2ccccc21	-7	-24	5	100	-8	-5	-4	-0.8	-4
COc1ccc(OCC(=O)N2CCCC(CO)(CCOc3ccccc3)C2)cc1 (stereo unspecified)	-4	54	9	96	-1	-3	-3	-0.9	2
CC(C)(C)OC(=O)n1cc(CCO)c2ccccc21	-8	·	1	·	·	-12	7	4.8	3
Nn1c(SCC(=O)Nc2ccccc2Br)nnc1-c1ccco1	-6	14	0	102	-19	2	0	-1.2	1
CN(C(=O)COC(=O)c1ccccc1C(=O)N1CCN(c2ccccc2)CC1)c1ccccc1	9	23	-1	101	0	8	-5	-2.6	1
Cc1ccc(CCNC(=O)C2CC(=O)N(C3CCCCC3)C2)cc1 (stereo unspecified)	-8	18	2	99	1	-2	1	-1.0	1
COc1ccccc1NC(=O)c1ccc(-c2ccccc2F)o1	-4	38	-1	100	10	6	-1	5.3	3
CCOc1ccc(NC(=O)NC(=O)N(C(C)C)S(C)(=O)=O)cc1	1	28	3	104	-1	-17	3	-0.8	2
OC1(c2ccccc2)CC(c2ccccc2)c2ccccc2O1 (stereo unspecified)	-7	·	3	·	·	18	-7	-2.2	·
CC1CCC(=O)N(CCC#N)CC1 (stereo unspecified)	2	-2	6	101	4	-10	7	0.3	0
CCCCc1cc(=O)oc2cc(OCC(=O)N3C[C@H]4C[C@@H](C3)c3cccc(=O)n3C4)ccc12	-7	-12	-2	103	-9	-2	1	3.4	8
Nc1c(-c2nn[nH]n2)cnn1-c1cc(Cl)cc(Cl)c1	4	32	4	91	-7	18	-2	-0.3	2
c1ccc(-c2cnc(CN3CCN(c4ccccc4)CC3)o2)cc1	6	35	3	101	-9	3	-5	0.3	-2
CSCCC(NS(=O)(=O)c1ccc(C)cc1)C(=O)N1CCCCCCC1 (stereo unspecified)	-7	·	2	·	·	-8	3	-1.4	1
C/C(CC(=O)Nc1cc(C)ccn1)=N\NC(=O)c1ccc(C(C)(C)C)cc1	3	27	-1	101	-9	0	-3	0.3	-5
Cc1cc(S(=O)(=O)NCc2ccc(N3CCN(C)CC3)cc2)c(C)s1	2	-1	·	98	-1	8	-2	-0.4	5
Cc1cc(C)n(-c2cc(Cl)cc(Cl)c2)c(=O)c1C#N	-1	3	5	88	-12	8	-6	-1.2	1
CC(C)(O)C#Cc1ccc(CN2CCN(Cc3ccccc3)C(CCO)C2)s1 (stereo unspecified)	-2	46	-2	99	0	4	-5	12	-1
Additional entries follow:
SMILES	GalR3 antag	PHOSPHO1 inh	IDE act	MEKK3 PB1 HTS	p-CIP stab down	CRFR2-BP antag	CHRM4 PAM	CRFBP-R2 agonist	IDE cell inh
O=C(CN1C(=O)c2cccc3cccc1c23)Nc1ccc(S(=O)(=O)N2CCOCC2)cc1	3	-9	-8	80	-6	-7	-4	2.0	0
Cc1ccc(S(=O)(=O)N2C[C@@H]3[C@H]4CC[C@H](C4)[C@@H]3[C@@H](C)[C@@H]2c2ccn([Si](C(C)C)(C(C)C)C(C)C)c2)cc1	-7	·	0	·	·	-14	5	-1.4	·
COc1cc(OC)cc(C(=O)Nc2ncc3c(n2)CC(C)(C)CC3=O)c1	-5	-10	-1	99	12	20	2	-3.3	-4
CCOC(=O)Cc1[nH]nc2c1C(Cc1ccccc1)C(C#N)=C(N)O2 (stereo unspecified)	-4	33	10	93	-11	-8	8	0.1	9
COc1cc2c(O)c3c(c(-c4ccc5c(c4)OCO5)c2cc1OC)C(=O)OC3	-1	27	3	107	-12	13	-1	-0.3	0
CC(C)C(=O)Nc1nnn(C)n1	-4	4	6	103	0	11	-7	0.3	2
Cc1cc(C)cc(NC(=O)c2cccc(NC(=O)C3C4CC5OC(=O)C3C5C4)c2)c1 (stereo unspecified)	·	6	11	100	-14	-31	1	1.6	2
Cc1ccc2[nH]c3c(=O)n(CCC4=CCCCC4)cnc3c2c1	-3	30	·	103	-14	1	·	-1.7	2

An excerpt of these results, as labelled records.
O=C(CN1C(=O)c2cccc3cccc1c23)Nc1ccc(S(=O)(=O)N2CCOCC2)cc1
  GalR3 antag = 3	PHOSPHO1 inh = -9	IDE act = -8	MEKK3 PB1 HTS = 80	p-CIP stab down = -6	CRFR2-BP antag = -7	CHRM4 PAM = -4	CRFBP-R2 agonist = 2.0	IDE cell inh = 0
Cc1ccc(S(=O)(=O)N2C[C@@H]3[C@H]4CC[C@H](C4)[C@@H]3[C@@H](C)[C@@H]2c2ccn([Si](C(C)C)(C(C)C)C(C)C)c2)cc1
  GalR3 antag = -7	PHOSPHO1 inh = ·	IDE act = 0	MEKK3 PB1 HTS = ·	p-CIP stab down = ·	CRFR2-BP antag = -14	CHRM4 PAM = 5	CRFBP-R2 agonist = -1.4	IDE cell inh = ·
COc1cc(OC)cc(C(=O)Nc2ncc3c(n2)CC(C)(C)CC3=O)c1
  GalR3 antag = -5	PHOSPHO1 inh = -10	IDE act = -1	MEKK3 PB1 HTS = 99	p-CIP stab down = 12	CRFR2-BP antag = 20	CHRM4 PAM = 2	CRFBP-R2 agonist = -3.3	IDE cell inh = -4
CCOC(=O)Cc1[nH]nc2c1C(Cc1ccccc1)C(C#N)=C(N)O2 (stereo unspecified)
  GalR3 antag = -4	PHOSPHO1 inh = 33	IDE act = 10	MEKK3 PB1 HTS = 93	p-CIP stab down = -11	CRFR2-BP antag = -8	CHRM4 PAM = 8	CRFBP-R2 agonist = 0.1	IDE cell inh = 9
